From PubChem
M1 ag parental: counter-screen for M1 agonists: effect in parental CHO-K1 cells. activation, % at 3 µM. actives 0.48% (n = 360,000). Fluo-8 calcium fluorescence; scaled to maximal ATP response, vehicle zero; in the data active means activation above about 15%;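 further: untransfected CHO-K1 host cells lacking M1 receptor as counterscreen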
CHRM4 agonist: agonists of human muscarinic M4 receptor (CHRM4); actives 0.14% (n = 360,000); activation, % at 3 µM; CHO-K1 hM4/Gqi5, Fluo-8 calcium fluorescence; vehicle 0%, full acetylcholine response 100%; P08173; AID 624127;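 active means activation above the run mean over all test wells plus 3 SD, cut at about 32% in these data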;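 further: peak over basal fluorescence ratio per well then scaled between controls; 0% = DMSO wells and 100% = acetylcholine at EC100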
Target sequence (P08173 whole entry, looked up): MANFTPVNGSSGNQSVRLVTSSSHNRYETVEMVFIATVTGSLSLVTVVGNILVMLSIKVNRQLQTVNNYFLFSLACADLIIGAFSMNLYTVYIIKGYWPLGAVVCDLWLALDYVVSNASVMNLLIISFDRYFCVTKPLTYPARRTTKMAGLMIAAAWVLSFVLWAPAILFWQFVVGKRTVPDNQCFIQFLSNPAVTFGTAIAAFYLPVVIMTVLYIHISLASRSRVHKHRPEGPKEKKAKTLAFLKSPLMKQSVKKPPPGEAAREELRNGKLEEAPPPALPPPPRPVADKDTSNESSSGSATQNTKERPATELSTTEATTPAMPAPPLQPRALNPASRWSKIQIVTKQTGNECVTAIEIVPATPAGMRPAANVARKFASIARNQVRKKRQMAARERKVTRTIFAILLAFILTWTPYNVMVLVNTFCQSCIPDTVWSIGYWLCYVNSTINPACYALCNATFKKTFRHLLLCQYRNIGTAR
M5 antag: CHRM5 antagonism in calcium assay; P08912; CHO-hM5 cells, Fluo-8 calcium fluorescence, ACh EC80; inhibition, % at 3 µM; actives 0.59% (n = 360,000);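 active means inhibition above a per-plate cutoff, the mean of that plate's test compounds plus 3 SD, cut at about 27% in these data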;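 further: 0% = acetylcholine EC80 with DMSO and 100% = DMSO without agonist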
Target sequence (P08912 whole entry, looked up): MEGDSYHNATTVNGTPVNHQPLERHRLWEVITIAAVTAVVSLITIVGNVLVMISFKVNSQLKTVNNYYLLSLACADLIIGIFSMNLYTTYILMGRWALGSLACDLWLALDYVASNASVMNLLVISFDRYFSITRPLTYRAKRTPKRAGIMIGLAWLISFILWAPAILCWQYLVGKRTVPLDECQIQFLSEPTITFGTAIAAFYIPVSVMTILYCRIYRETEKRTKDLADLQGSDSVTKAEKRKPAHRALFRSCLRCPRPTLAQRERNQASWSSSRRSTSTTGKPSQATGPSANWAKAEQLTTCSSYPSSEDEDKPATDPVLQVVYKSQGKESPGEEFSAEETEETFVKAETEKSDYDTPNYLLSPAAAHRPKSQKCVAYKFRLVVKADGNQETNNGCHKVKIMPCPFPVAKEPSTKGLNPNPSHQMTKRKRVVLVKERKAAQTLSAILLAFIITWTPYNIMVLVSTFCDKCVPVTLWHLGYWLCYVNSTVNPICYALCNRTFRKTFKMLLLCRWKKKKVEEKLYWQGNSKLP
CHO-K1 Ca antag: M1 antagonist counterscreen hit in parental CHO-K1 cells; ATP-induced calcium, Fluo-8 fluorescence; inhibition, % at 3 µM; actives 0.6% (n = 360,000); AID 602250;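 active means inhibition above a per-plate cutoff, the plate's mean sample inhibition plus 3 SD, cut at about 24% in these data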;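 further: 0% = DMSO plus EC80 ATP and 100% = DMSO alone without ATP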
M4 PAM: CHRM4 positive allosteric modulation. actives 0.4% (n = 360,000). activation, % at 3 µM. AID 624126. P08173. CHO-K1 hM4/Gqi5, Fluo-8 calcium fluorescence, ACh EC20; 0% = ACh EC20, 100% = maximal ACh;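 active means activation above its plate's cutoff, the mean activation of sample wells plus 3 SD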; further: some results filed as inactive read as strong as hits
M1 PAM parental: counter-screen for M1 PAMs: effect in parental CHO-K1 cells; ATP EC20, Fluo-8 calcium fluorescence; 0% at ATP EC20, 100% at ATP max; activation, % at 3 µM; actives 0.02% (n = 360,000); AID 602247;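 active means activation above the run cutoff, the mean activation of all test compounds plus 3 SD, cut at about 40% in these data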;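 further: peak over basal fluorescence ratio in a 140 s read after ATP addition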
CHRM5 PAM: positive allosteric modulators of human muscarinic M5 receptor; CHO-K1 hM5, Fluo-8 calcium, ACh EC20 PAM; 0% = ACh EC20, 100% = ACh EC100; actives 0.3% (n = 360,000); activation, % at 3 µM; P08912;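 active means activation above the run cutoff, the mean activation of all test compounds plus 3 SD, cut at about 18% in these data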
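Measured by: Fluo-8 calcium fluorescence; material: human M5 receptor in CHO-K1 cells; schedule: Post-acetylcholine fluorescence recording 140 s; benchmarks: low control EC20 acetylcholine (0%), high control EC100 acetylcholine (100%); read-out: Max/basal fluorescence ratio as % of EC20–EC100 ACh window; compound: single dose, 3 µM nominal final test concentration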
CHRM5 agonist: CHRM5 agonism in calcium assay. P08912. CHO-K1 hM5 cells, Fluo-8 calcium fluorescence; 0% DMSO wells, 100% maximal acetylcholine response. activation, % at 3 µM. actives 0.19% (n = 360,000). AID 624037;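 active means activation above the run's mean over test compounds plus 3 SD, cut at about 23% in these data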;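 further: signal is peak over basal fluorescence ratio across the kinetic read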
M4 antag: blocks acetylcholine activation of human M4 receptor; P08173; CHO-hM4 cells, ACh EC80, Fluo-8 calcium fluorescence; inhibition, % at 3 µM; actives 0.73% (n = 360,000); AID 624125;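 active means inhibition above its plate's cutoff, the mean inhibition of sample wells plus 3 SD, cut at about 27% in these data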;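 further: 0% = acetylcholine EC80 with DMSO and 100% = DMSO without agonist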
An asterisk follows results filed as active; x = not tested or not shown; & = joins results of further samples.

Sequence of screens: M1 ag parental | CHRM5 agonist | M1 PAM parental | CHRM5 PAM | CHO-K1 Ca antag | CHRM4 agonist | M5 antag | M4 antag | M4 PAM
> CCc1noc(C)c1C(=O)N(C)CC(=O)Nc1ccc(F)c(F)c1F
 : 1.0 | 0 | -8 | 0 | 2 | 1 | 4 | -6 | 3
> Cc1c(NS(=O)(=O)c2ccc(Cl)c(C(=O)OC(C)C(=O)N3CCOCC3)c2)c(=O)n(-c2ccccc2)n1C (configuration not stated)
 : -0.5 | -1 | -1 | -2 | 8 | 1 | -6 | -10 | 9
> CN(Cc1ccon1)Cc1cn(C)nc1-c1cccc(Cl)c1
 : -0.1 | 5 | -10 | 1 | 9 | 0 | -8 | -4 | 0
> Cc1onc(C(=O)Nc2cccc(C(F)(F)F)c2)c1[N+](=O)[O-]
 : 2.5 | -4 | 18 | -3 | -5 | 1 | 5 | 10 | 3
> COc1ccc(NC(=S)N(CCCN2CCOCC2)C(C)c2cc3cccc(OC)c3o2)cc1 (configuration not stated)
 : 0.7 | -4 | 11 | -1 | -13 | 1 | 11 | -13 | -1
> Cc1ccsc1C(=O)OCc1csc(-c2ccccc2)n1
 : 0.6 | -8 | 3 | 1 | -11 | 0 | 0 | -13 | 6
> CCOC(=O)c1[nH]c2cc3c(cc2c1NC(=O)CN1CCCC1)OCO3
 : 0.3 | -2 | -7 | 1 | 4 | 0 | 12 | 1 | -10
> COC(=O)c1ccc(Cn2c(C)c(C(=O)NCc3ccc([N+](=O)[O-])cc3)sc2=O)o1
 : 1.8 | 9 | 2 | -8 | 8 | 7 | 3 | -4 | -3
> COc1ccc(CNC(=O)c2cc3cc(OC)ccc3oc2=O)cc1
 : -0.4 | 3 | -17 | 8 | 3 | 1 | 12 | -5 | -1
> O=C(C1CCCN(c2ncnc3c2nc2n3CCCCC2)C1)N1CCN(c2cccc(Cl)c2)CC1 (configuration not stated)
 : 6.9 | 3 | 8 | -3 | 6 | 18 | 17 | 22 | -10
> O=C(N/N=C/C=C/c1ccccc1)C1CC1c1ccccc1 (configuration not stated)
 : -0.1 | -10 | -4 | -2 | -2 | 3 | -10 | 4 | 17*
> CC(=O)c1cc(C#N)c(N2CCN(c3ccccc3)CC2)nc1C
 : 0.6 | -2 | 13 | -5 | -4 | 1 | 2 | -1 | -5
> Cc1ccc(-c2nc3ccc(Cl)cn3c2Cc2cccc(F)c2)cc1
 : 0.1 | -4 | 19 | -4 | -21 | -1 | 6 | -21 | 2
> COCCn1c(N)c(N(Cc2ccccc2)C(=O)CSCC(=O)Nc2ccc(OC)cc2)c(=O)[nH]c1=O
 : 0.5 | -5 | -8 | 4 | -10 | 1 | 5 | -7 | 13
> CC(OC(=O)C1=COCCO1)C(=O)c1ccc(Br)cc1 (configuration not stated)
 : 0.0 | -1 | 8 | 12 | -10 | 0 | 0 | -7 | 6
> Cc1ccc(-c2c(C(=O)N/N=C/c3ccco3)nnn2-c2nonc2N)cc1
 : 16* | 5 | 28 | -4 | -7 | 7 | 5 | 1 | 2
> CCC(C)(C(=O)NC1CCCC1)N(C(=O)c1cnccn1)c1ccccc1 (configuration not stated)
 : 1.0 | 1 | 24 | -2 | -6 | 2 | 2 | -10 | 4
> CCOC(=O)[C@@H]1[C@H]2COc3ccc(Br)cc3[C@@H]2N2C(=O)N(c3ccc(Cl)cc3)C(=O)[C@@]12C
 : -0.1 | 0 | -1 | 5 | -10 | 1 | 5 | 4 | -5
> OC[C@@H](O)C(O)[C@@H](O)CO (some centres not stated)
 : -0.1 | 0 | 22 | -12 | -12 | 0 | 4 | -7 | -7
> CCCCNC(=O)C1CCN(S(=O)(=O)N2CCOCC2)CC1
 : 0.0 | 2 | 4 | 5 | -10 | 1 | 9 | -3 | 9
> CCCN1C[C@@H](C)[C@@H](OC)CN(C)C(=O)c2ccc(NC(=O)c3cccc(F)c3)cc2OC[C@H]1C
 : x | -1 | x | -1 | x | 2 | 3 | 0 | 1
> O=C(/C=C\Nc1ccccc1Br)c1ccc2c(c1)OCO2
 : 0.3 | -5 | -8 | -1 | -3 | 0 | -9 | 10 | -4
> C/C(=N\NC(=O)c1cc(C)nc2ccc(C)cc12)c1ccncc1
 : 0.6 | -5 | -20 | -7 | 3 | 1 | 23 | -2 | -4
> Fc1ccc(Nc2nc(N/N=C/c3ccco3)nc(N3CCCCC3)n2)cc1
 : 0.3 | -1 | -3 | 9 | -3 | 4 | -5 | -2 | -1
> Cc1cc(C)c(C)c(OCC(=O)O/N=C(\N)c2ccccn2)c1
 : 0.8 | -4 | 18 | -6 | -5 | 0 | -1 | 4 | 4
> CC1CCN(C(=O)CSc2nc(C3CC3)nc3ccccc23)CC1
 : 3.7 | -1 | 15 | -2 | -17 | 7 | 2 | -2 | 1
> NC(=O)c1nsc(C(=O)N(Cc2ccco2)C(C(=O)NCc2ccc(F)cc2)c2ccc(O)cc2)c1N (configuration not stated)
 : 8.5 | 2 | -9 | -16 | 3 | 25 | 20 | 9 | -13
> CSc1ncnc2c1ncn2CCCNCC(C)c1ccccc1 (configuration not stated)
 : 0.1 | -2 | 3 | -6 | -1 | 0 | 9 | -4 | 1
> CN(Cc1ccccc1)CC(O)COc1ccc(CNCc2nccn2C)cc1 (configuration not stated)
 : -0.1 | -9 | 7 | -10 | -1 | 0 | 6 | 5 | -5
> Fc1cccc(Nc2ncnc3[nH]ncc23)c1
 : -0.1 | -3 | 7 | -8 | -15 | 0 | -5 | -5 | -4

Some of these compounds in order of the CHRM5 PAM value, ascending.
compound | CHRM5 PAM
COC(=O)c1ccc(Cn2c(C)c(C(=O)NCc3ccc([N+](=O)[O-])cc3)sc2=O)o1 | -8
CSc1ncnc2c1ncn2CCCNCC(C)c1ccccc1 (configuration not stated) | -6
COc1ccc(CNC(=O)c2cc3cc(OC)ccc3oc2=O)cc1 | 8

The list continues.
Sequence of screens: M1 ag parental | CHRM5 agonist | M1 PAM parental | CHRM5 PAM | CHO-K1 Ca antag | CHRM4 agonist | M5 antag | M4 antag | M4 PAM
> COC(=O)c1sccc1NC(=O)CC1C(=O)NCCN1C(=O)Nc1ccccc1 (configuration not stated)
 : 0.1 | 0 | -21 | 1 | 4 | 2 | 5 | -3 | 9
> CC(C)C(=O)Nc1c(-c2ccc(Cl)cc2)c(=O)c2ccccc2n1C
 : 1.1 | -3 | 0 | -1 | -15 | 1 | 2 | 2 | -3
> CCCCCn1c(=N)n(CC(O)COc2ccccc2OC)c2ccccc21 (configuration not stated)
 : 1.5&2.8 | 2&0 | -2&-4 | -6&-5 | -2&-5 | 6&10 | 6&13 | -6&-11 | -8&-7
> CC(=O)OC1CCC(OC(C)=O)c2c1n([O-])c(C)c(C)[n+]2=O (configuration not stated)
 : 1.9 | 0 | 6 | 1 | 6 | 0 | -2 | 9 | 1
> Cc1ccsc1C(=O)NNC(=O)c1ccncc1
 : 1.5 | -3 | 8 | 1 | -12 | 1 | -2 | -17 | 8
> Cc1ccc(S(=O)(=O)N2[C@H](CC(=O)Oc3ccccc3)OC[C@@H]2C(C)C)cc1
 : x | -3 | x | -4 | x | 2 | -7 | -20 | -4
> CC(C)c1ccc(C(=O)N2CCCCC2c2cc(C(=O)Nc3ccncc3)no2)cc1 (configuration not stated)
 : 8.9 | 4 | -2 | -10 | 0 | 14 | 13 | -6 | -7
> CCSc1nc2ccccc2c(=O)n1CCc1ccc(OC)c(OC)c1
 : 3.0 | -3 | -18 | -21 | 8 | 6 | 17 | 10 | -17
> O=C(C[C@H]1C(=O)N(C2CCCCC2)C[C@@H]1c1ccccc1)Nc1ccc(Br)cc1
 : 0.9 | -1 | 20 | 0 | -4 | 4 | -4 | -5 | 3
> Cc1nc(-c2nnc(SCC(=O)Nc3ccc(C(F)(F)F)cc3)n2C)cs1
 : 0.2 | -4 | 17 | 2 | -24 | 1 | -4 | -8 | -3
> Cc1ccc(C)c(N(C(=O)c2csnn2)C(C(=O)NC2CCCCC2)c2cccnc2)c1 (configuration not stated)
 : 0.5 | -3 | 0 | -9 | 5 | 1 | 21 | 4 | -6
> c1ccc(-c2n[nH]c(-c3ccccc3)c2-c2nc3ccccc3[nH]2)cc1
 : 1.4 | 16 | -1 | -4 | -10 | 2 | -12 | -4 | -5
> Cc1cc(-n2nc(C)cc2C)nc(N)n1
 : 0.2 | -2 | 8 | -6 | -2 | 0 | 6 | 3 | -5
> Cc1cc(=O)[nH]c(SCc2nc3ncccn3c2Br)n1
 : 0.0 | 3 | -4 | 0 | -12 | 0 | -6 | -1 | 2
> COc1ccc(C(=O)NC(=S)Nc2ccc3[nH]c(=O)[nH]c3c2)cc1Br
 : -0.3 | -1 | 6 | 2 | 2 | -1 | 3 | -4 | 7
> CCOC(=O)c1c(C)[nH]c(C)c1C(=O)COC(=O)c1ccc(Cl)c(S(N)(=O)=O)c1
 : 1.2 | -4 | 10 | -4 | -10 | 3 | -6 | -8 | 4
> Cc1ccc(SCC(=O)n2nc(C)cc2C)cc1
 : 0.4 | -1 | 20 | 0 | -7 | 0 | 7 | 0 | 0
> Cc1ccc(CC23CN4CCN(CC(C4)C2O)C3)c(C)c1 (configuration not stated)
 : -0.2 | -7 | 6 | -5 | -1 | 2 | -1 | -9 | 8
> CCc1[nH]nc2c1C1(CCOC1C)C(C#N)=C(N)O2 (configuration not stated)
 : 0.6 | 1 | -13 | -6 | -3 | 2 | 3 | 2 | -1
> CCn1cc(C(=O)NN)c(=O)c2cc(F)c(N3CCCCC3)cc21
 : 0.7 | -5 | 5 | 6 | 2 | 1 | -3 | -2 | 7
> Cc1ccc(S(=O)(=O)N(C)C)cc1NC(=O)COC(=O)CCNS(=O)(=O)c1ccccc1
 : 0.5 | -1 | 20 | 1 | 3 | 2 | 3 | -11 | 7
> Brc1ccc(OCCCOc2cccc3cccnc23)cc1
 : 2.0 | -8 | 22 | 5 | -12 | 2 | 18 | 5 | -7
> COc1ccc(CCNC(=O)CCS(=O)(=O)c2ccc3c(c2)NC(=O)CO3)cc1OC
 : 0.2 | -2 | 3 | 1 | -7 | 0 | 3 | 4 | 0
> O=C(Nc1ccc(Br)cc1)Nc1ccccc1Cl
 : 4.8 | 3 | -6 | -15 | -10 | 14 | 18 | -9 | -11
> COc1ccc(CNC(=O)N2CCN(S(=O)(=O)c3ccccc3F)CC2)cc1
 : 1.6 | -1 | 8 | 0 | -2 | 3 | 12 | 1 | -4
> O=C(Nc1cccc(-c2cn3cccnc3n2)c1)c1ccco1
 : 0.6 | -2 | 11 | -4 | -10 | 1 | 4 | 2 | 2
> CCCCC(CCC(=O)O)(C(=O)OCC)c1csc(Nc2ccc(OCC)cc2)n1 (configuration not stated)
 : 3.8 | 0 | 15 | 6 | -4 | -1 | 2 | 2 | -4
> Cc1ccc(Cl)c(N/C=C/C(=O)c2ccccc2)c1
 : 0.6 | -3 | 16 | -1 | -6 | 0 | 0 | 2 | 2
> O=C(NCc1ccco1)c1cccc(NS(=O)(=O)c2ccccc2F)c1
 : 0.8 | 5 | -10 | 19* | 10 | 1 | 21 | 18 | 13
> CCOC(=O)N1CCN(C(=O)COC(=O)CNC(=O)c2ccc(OCC)c(OCC)c2)CC1
 : 0.7 | 1 | 6 | -1 | -8 | 0 | 7 | 3 | -4
> CCC(Sc1nc(C)cc(C)n1)C(=O)Nc1nccs1 (configuration not stated)
 : 0.5 | -5 | 6 | 0 | -11 | 0 | 3 | -2 | 0
> O=S(=O)(NCCc1ccncc1)c1cc(Br)ccc1F
 : 0.5 | -3 | -5 | -3 | 14 | 0 | 7 | 0 | -4
